# TTR transcr act: TTR transcription activation, primary screen; activation, % at 16.7 µM; SH-SY5Y TTR promoter Gaussia luciferase, luminescence; 100% = recombinant luciferase protein wells; 92,000 compounds, 1.3% hits;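 active = activation above the mean of all tested compounds plus 3 SD, cut at about 9.5% in these data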;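 also: cells exposed to compounds for one day before reading; 0% = median of all test compound wells on the plate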
# The depositor's hits bear a star. This is a subset. The share of hits here may be higher or lower than overall.
# A first look (4 entries):
SMILES | TTR transcr act
COC(=O)[C@@]12CCCN1[C@H](c1ccc(-c3ccc4c(c3)OCO4)cc1)[C@H]1C(=O)N(C)C(=O)[C@H]12 | 0.4
COc1ccccc1NC(=O)Cc1nnc(SCC(=O)NC2CCCC2)n1C | 1.0
CC1=Nn2c(nnc2-c2ccccc2F)SC1 | -0.9
Cn1c(SCC(=O)N2c3ccccc3CCc3ccccc32)nnc1-c1ccc(O)cc1 | -0.2

# This part in full (from the top)
SMILES | TTR transcr act
COC(=O)[C@@]12CCCN1[C@H](c1ccc(-c3ccc4c(c3)OCO4)cc1)[C@H]1C(=O)N(C)C(=O)[C@H]12 | 0.4
COc1ccccc1NC(=O)Cc1nnc(SCC(=O)NC2CCCC2)n1C | 1.0
CC1=Nn2c(nnc2-c2ccccc2F)SC1 | -0.9
Cn1c(SCC(=O)N2c3ccccc3CCc3ccccc32)nnc1-c1ccc(O)cc1 | -0.2
COc1cc(-c2c(C(C)=O)c(C)nc3c2C(=O)c2ccccc2-3)cc(OC)c1OC | 0.0
COc1ccc(-n2nnc3c(SCC(=O)NCC4CCCO4)ncnc32)cc1 (stereo not drawn) | -2.6
CCOC(=O)CSc1ccc(C(=O)Nc2ccc(Cl)cc2)cn1 | -2.4
CC(C)N(C(=O)[C@H]1C[C@H](CC(=O)NCC23CC4CC(CC(C4)C2)C3)C(=O)N2CCc3c([nH]c4cc(-c5ccco5)ccc34)[C@]12C)C(C)C | -1.8
CCc1ccc(NC(=O)COC(=O)CN2C(=O)COc3ccccc32)cc1 | 0.8
O=C(CSc1nnc(CNC(=O)c2ccc(F)cc2)o1)NCc1ccc(F)cc1 | -0.3

# Two records picked at random from the list so far, as already listed:
SMILES | TTR transcr act
CCOC(=O)CSc1ccc(C(=O)Nc2ccc(Cl)cc2)cn1 | -2.4
CCc1ccc(NC(=O)COC(=O)CN2C(=O)COc3ccccc32)cc1 | 0.8

# More records follow:
SMILES | TTR transcr act
CC(=O)c1cccc(NC(=O)c2c(-c3c(F)cccc3Cl)noc2C)c1 | -1.0
COc1ccc2sc(-c3ccc(S(C)(=O)=O)cc3)c(-c3ccc(SC)cc3)c2c1 | -2.0
CCCCCCc1nc2ccccc2c(=O)n1N | -1.7
C=C(C)c1cccc(C(C)(C)NC(=O)Nc2ccc3[nH]c(=O)[nH]c3c2)c1 | -0.1
CCCS(=O)(=O)N1CCN(S(=O)(=O)c2ccc(F)cc2)CC1 | 5.2
COc1ccc(C(=O)Nc2cc(Cl)ccc2N2CCOCC2)cc1S(=O)(=O)N1CCOCC1 | -2.1
O=C(Nc1nc2ncccn2c1-c1ccccc1)c1ccc(F)cc1 | 0.4
CC(C)(C)C1CCc2c(sc(NC(=O)c3cccs3)c2C(=O)N2CCCCC2)C1 (stereo not drawn) | -3.6
CCCCCC(O)CCc1n[nH]c(=S)n1-c1ccccc1 (stereo not drawn) | -1.9
COc1ccc(Cl)cc1-c1cc(C(=O)NCc2ccco2)[nH]n1 | -0.8
COC(=O)C1=C(N)Oc2cc(C)oc(=O)c2C1c1cccnc1 (stereo not drawn) | 0.1
Cc1c(Cl)cccc1NC(=S)NC(=O)c1cncc(Br)c1 | 0.5
CC12CCC(O)CC1=CCC1C2CCC2(C)c3[nH]ncc3CC12 (stereo not drawn) | 0.5
Cn1c(NC(=O)C[n+]2cc(-c3ccc(Cl)cc3)n3c2CCC3)cc(=O)n(C)c1=O | 3.7
CC(C)CN1C(=O)C[C@]2(C(=O)N(C)c3ccc(NS(=O)(=O)c4ccc(F)cc4)cc32)C1c1ccccc1 (stereo partly drawn) | 0.7
Cc1onc(-c2ccccc2)c1C(=O)N=C(N)c1ccc(C(F)(F)F)cc1 | -0.8
Cc1cc2cc(C)c(NCCNC(=O)c3ccccc3Cl)nc2cc1C | -0.3
CC1=NN(C(N)=S)C(=O)C1N=Nc1ccccc1O (stereo not drawn) | 0.2
CCn1c(SC(=O)NC2CCCCC2)nnc1-c1cccs1 | -1.4
CN(C)C(=O)c1ccc(NC(=O)c2sccc2-c2ccccc2)cc1 | 1.4
CSCC(=O)N1CCC(n2nccc2NC(=O)c2ccc3c(c2)OCO3)CC1 | -1.9
CCOC(=O)c1cc(C(=O)Nc2sc3c(c2C#N)CCCC3)nn1C | -0.7
COC(=O)/C=c1\[nH]c2nnc(C)n2c1=O | 2.5
CN(CC(=O)Nc1ccc(F)c(F)c1F)C(=O)CCCc1nc2ccccc2c(=O)[nH]1 | -1.0
CC(C)(C)OC(=O)C(C)(C)O/N=C(\C(=O)O)c1csc(N)n1 | 0.1
Cn1c(N)c(C(=O)COC(=O)C2CC(=O)N(Cc3ccccc3)C2)c(=O)n(C)c1=O (stereo not drawn) | -1.5
C#CCN1C=C(C(=O)OCC)C(C)N(Cc2ccccc2I)S1(=O)=O (stereo not drawn) | -0.2
CN(C)c1ccc(/C=N/NC(=O)c2ccc(NC(=O)c3ccccc3)cc2)cc1 | 1.1
C#Cc1ccc([C@H]2C=C(C(=O)OCC=C)O[C@@H](OCC)[C@@H]2CCCO)cc1 | -6.0
CCN(CC)C(=O)C1=C(C)N(CCCN2CCCC2=O)C(=O)C(CC(=O)NCc2cccc3ccccc23)C1 (stereo not drawn) | -0.8
O=C(COC(=O)c1ccncc1)c1ccc(Cl)c(Cl)c1 | -0.1
O=C1CCCN1C(=O)CSc1nnnn1-c1cccc(F)c1 | -1.1
COc1nc(Nc2ccc(OC)c(Cl)c2)nc(OC)n1 | -0.6
Cc1cc(=O)[nH]c(SCC(=O)N2CCC(Cc3ccccc3)CC2)n1 | 0.0
CCC(=O)Nc1ccc(SC#N)cc1C | 1.1
CC(C)CCCC(C)CCOC(=O)CN1CCCC1 (stereo not drawn) | 4.2
CCCCN(C)C(=O)C1CCC(CNS(=O)(=O)c2ccc3c(c2)CC(C)N3C(C)=O)CC1 (stereo not drawn) | 0.8
COc1cc2ccccc2cc1C(=O)Nc1ccc(S(=O)(=O)Nc2cc(C)on2)cc1 | 1.8
CC1(C(=O)OCC(=O)Nc2nc(-c3ccc(F)c(F)c3)cs2)CC1(Cl)Cl (stereo not drawn) | -2.3
CC(C)NC(=O)NC(=O)COC(=O)c1ccccc1F | 0.9
O=C(COC(=O)c1cc(Br)ccc1O)NC12CC3CC(CC(C3)C1)C2 | -0.3
O=C(O)Cc1sc(=O)[nH]c1O | -0.8
Fc1ccccc1CSc1nc2ccccc2[nH]1 | -0.8
Cc1ccc2c(c1)NC(c1cccs1)C1=C(CC(C)(C)CC1=O)N2 (stereo not drawn) | -1.3
CCN(CC)c1ccc(C(=O)OCC(=O)Nc2ccccc2-c2ccccc2)cc1 | -3.1
Cc1ccc(N(CC(=O)Nc2ccccc2-c2ccccc2)S(=O)(=O)c2ccccc2)c(C)c1 | -0.6
CCN(CC)C(=O)[C@H]1CC(CC(=O)NCCN2CCOCC2)C(=O)N2CCc3c([nH]c4ccc(OC)cc34)[C@]12C (stereo partly drawn) | 0.7
O=C(CSc1nnc(Nc2ccccc2)s1)NCCN1C(=O)CSC1=O | 0.2
Cn1cccc1CC(=O)N/N=C/c1ccc(Cl)cc1 | -1.3
CS(=O)(=O)Nc1ccccc1C(=O)N1CCN(c2ccccc2)CC1 | 4.2

# The results go on.
SMILES | TTR transcr act
CCOC(=O)C[C@H]1c2ccc(C(F)(F)F)cc2S(=O)(=O)N1C1CCCC1 | 4.7
COc1ccc(C(=O)Cn2c3ccccc3n3nc(CCC(=O)O)c(=O)nc23)cc1OC | -0.7
Nc1cc(=O)[nH]c(SCCSc2cc(Cl)ccc2Cl)n1 | 3.4
Nc1nonc1-n1nnc(C(=O)N/N=C/c2cccc(F)c2)c1CN1CCCCCC1 | 1.5
Cn1c2ccccc2c(=O)c2ccc(F)cc21 | -1.6
N#C/C(=C\c1c[nH]c2ccccc12)C(=O)NC1CCCC1 | 0.7
O=C(CC1C[C@H](C(=O)N2CCOCC2)[C@@]2(CCC3CCCC3)c3[nH]c4ccccc4c3CCN2C1=O)NCc1ccco1 (stereo partly drawn) | 0.3
O=C(Nc1ccccc1Cl)O[C@@H]1CC[C@@]23CCCN2C(=O)CCC[C@H]3C1 | -2.3
CCCCN1C(=N)N([C@@H](CCC)CN2CCC[C@H]2CN2C(N)=NC[C@@H]2Cc2ccccc2)C[C@H]1[C@H](C)CC | 1.7
COC(=O)c1ccccc1NC(=O)N1CCN(Cc2ccco2)CC1 | -2.1
Cc1ccc(-c2nc(CSc3nc4ccccc4c(=O)n3C)cs2)cc1 | 0.0
CCCNS(=O)(=O)c1ccc(OC)c(Cl)c1Cl | -0.6
CCc1nn2cc(-c3ccccc3)nc2s1 | 1.1
CC(C)CNC(CC(=O)O)c1ccccc1 (stereo not drawn) | -0.2
CC1=[N+](C)N(c2ccccc2)C(=O)C1N=Cc1ccccc1Cl (stereo not drawn) | 3.2
FC(F)C(F)(F)c1cc(-c2ccc(Cl)cc2)n[nH]1 | -2.3
CCNC(=S)N1CCn2cccc2C1c1ccc(F)cc1 (stereo not drawn) | -2.5
CN(C)c1ccc(C(=O)Nc2cccc(S(=O)(=O)N3CCCC3)c2)cc1 | 0.6
NS(=O)(=O)c1cnccc1Nc1cccc(Br)c1 | 1.6
O=C(CSc1nc(-c2ccccc2)nc2c1Cc1ccccc1O2)Nc1ccc(C(=O)O)cc1 | 1.0
O=C(N/N=C/C=C\c1ccco1)c1cccs1 | 0.4
O=C(OCc1ccccc1F)c1cc2ccccc2cc1O | 10.7*
O=C(C[C@H]1C/C=C\C[C@H](NC(=O)OCC2c3ccccc3-c3ccccc32)C(=O)OC[C@@H]2CCCN2C1=O)NCCO | 3.3
O=C1/C(=C/c2ccccn2)SC(=S)N1N1CCOCC1 | -0.4
CCOC(=O)Cn1c(=O)oc2cc(S(=O)(=O)N(CCN(C)C)Cc3ccccc3)ccc21 | 0.0
COC(=O)/C(=C/c1ccc(F)cc1)NC(C)=O | 3.2
CN(C)CCN(C(=O)c1ccc2c(c1)OCCO2)c1nc2ccc(Cl)cc2s1 | -0.7
N#Cc1c(NC(=O)c2ccc(Cn3cc(Br)cn3)o2)sc2c1CCCCC2 | -1.9
COC(=O)CCc1c[nH]c2ccc([N+](=O)[O-])cc12 | 2.4
CCOCCCNC(=S)N(CCO)Cc1cc2cc3c(cc2[nH]c1=O)OCCO3 | 1.6
COc1ccc(NC2=CC(c3ccc(OC)c(OC)c3)N(c3ccc(OC)cc3)C2=O)cc1 (stereo not drawn) | 0.8
Nn1c(SCC(=O)Nc2ccc3c(c2)OCCO3)nnc1C(F)(F)F | 1.5
Cc1cc(C)c(CN2CCN(C(=O)CC[C@H]3O[C@@H](n4ccc(=O)[nH]c4=O)[C@H](O)[C@@H]3O)CC2)c(C)c1 | -1.1
COc1cccc(NC(=O)C2Cc3ccccc3CN2C(=O)c2ccco2)c1 (stereo not drawn) | 1.2
Cc1ccccc1-n1c(SCC(=O)N(C)C2CCS(=O)(=O)C2)nc2ccccc2c1=O (stereo not drawn) | -1.9
CCC(C)(C)NC(=O)Cn1c(-c2ccccc2)cc(C(C)=O)c1C | -1.2
O=[N+]([O-])c1ccc(N2CCN(C(=S)c3cccc([N+](=O)[O-])c3)CC2)cc1 | 0.9
CCc1cccc(NC(=O)CN(C)C2=NS(=O)(=O)c3ccccc32)c1 | 1.4
COc1cc(OC)c(OC)cc1/C=N/NC(=S)NCC1CCCO1 (stereo not drawn) | -1.6
CC1(C(=O)NS(=O)(=O)c2ccccc2)CCN1C(=O)CC1CCCCC1 (stereo not drawn) | -0.8
Cc1ccc[n+](CC(=O)Nc2nc3ccccc3s2)c1 | -0.2
O=C(c1ccccc1)N1CCN(CC(O)COc2ccc(Br)cc2)CC1 (stereo not drawn) | -0.9
CSc1ccc(/C=C(\NC(=O)c2ccc(C)cc2)C(=O)NN)cc1 | 0.7
CCOc1ccc(C(=O)Nc2ccc(NC(=O)c3ccccc3)c(C)c2)cc1[N+](=O)[O-] | 0.1
C[C@H](CO)N1C[C@H](C)[C@@H](CN(C)C(=O)C2CCCCC2)OCc2cnnn2CCCC1=O | -1.0
Cn1c(CO)cnc1S(=O)(=O)Cc1ccc([N+](=O)[O-])cc1 | 0.0
COc1ccc(S(=O)(=O)N(C(=O)c2ccco2)c2cc3sc(=O)oc3c3ccccc23)cc1 | -3.2
CCCCn1c(N)c(N(CC(C)C)C(=O)C2CCC2)c(=O)[nH]c1=O | 3.0
Cc1cccc(NC(=O)c2cc(-c3ccccn3)nc3ccccc23)c1C | -2.4
COc1cccc(C(O)c2nc(-c3ccc(N(C)C)cc3)cs2)c1 (stereo not drawn) | -2.4

# Carrying on:
SMILES | TTR transcr act
O=C(O)CN1C(=O)C2(OCCO2)c2cc(Br)ccc21 | 1.7
CCC(CC)c1nnc(NC(=O)c2cc([N+](=O)[O-])ccc2N2CCCCC2)s1 | 0.8
N#Cc1ccc(-c2ccccc2)nc1SCC(=O)c1cc2ccccc2oc1=O | 1.5
Cn1c(=O)oc2cc(S(=O)(=O)N3CCCC(C(=O)NCc4ccc5c(c4)OCO5)C3)ccc21 (stereo not drawn) | 0.8
O=C1CCC[C@@H]2Cc3[nH]c4c(Cl)ccc(Cl)c4c3[C@@H]3CCN1[C@H]23 | -2.9
Cn1nc(-c2ccc(S(N)(=O)=O)s2)cc1C(F)(F)F | -1.4
Oc1ccc(C=NNC(=S)Nc2cccnc2)nc1 | 0.4
Cc1cccc(C)c1NC(=O)N1C2CCC1CC(O)(c1cccnc1)C2 (stereo not drawn) | -1.1
COc1ccccc1C(=O)Nc1ccccc1N1CCOCC1 | -0.2
COc1cccc(NC(=O)C2CCN(S(=O)(=O)c3ccc4c(c3)C(C)(C)C(=O)N4C)CC2)c1 | 3.1
Cn1nnnc1SCc1cccc2ccccc12 | -0.2
CCC(C)c1ccc(NC(=O)COC(=O)C2CCCC2)cc1 (stereo not drawn) | 1.6
CCN(CC)N=Nc1cccc(NC(C)=O)c1 | -0.8
CN1C[C@@H]2C(c3ccccc3)C3(c4ccc(C#N)cc4)CC2(C3)[C@H]1c1ccccc1 (stereo partly drawn) | -0.1

# Screening data (PubChem)
